Epigenetic derep: derepresses silenced GFP reporter in murine cells; Potency, µM (highest dose often 53.9 µM), without a hit: top-dose GFP activation, hits mostly activators; murine LDR cells, GFP reporter derepression, 30 h; actives 0.2% (n = 280,000); AID 1865; also: potency is read from the fitted curve at half-maximal effect; % of control where 0% means no effect; nearly all actives have a fitted effect of over 60% in size
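Derepression of a silenced CMV-GFP reporter in murine LDR cells is scored by enumerating GFP-positive cells with a laser-scanning microplate cytometer after 30 hours of treatment at 37 C.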
Luc counter: Kinase-Glo luciferase inhibition (counter-screen); Potency, µM (doses to about 38.3 µM), without a hit: at the highest dose activity change, negative = inhibition, hits mostly inhibitors; actives 0.28% (n = 200,000); Q27757; Kinase-Glo luciferase, ATP luminescence, 8 min; AID 1379; also: potency is read from the fitted curve at half-maximal effect; % is scaled to controls: 0 for no effect and ±100 for the full control effect; nearly all actives have a fitted effect of over 60% in size
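Light output from Kinase-Glo luciferase with luciferin and 10 uM ATP in 50 mM imidazole pH 7.2, KCl, MgCl2, Tween 20, BSA; compound pin-delivered, 8-min ambient incubation, then luminescence read.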
CBFb RUNX1 block: blocks binding between human CBF-beta and RUNX1; Q01196+Q13951; AlphaScreen CBFb-His/RUNX1-biotin binding, biochemical; Potency, µM (doses to about 59.8 µM), for inactives: top-dose activity, negative = inhibition, actives largely listed as inhibitors; 230,000 tested, under 10 active; AID 1477; also: % of control where 0% means no effect
Target sequence (Q01196 whole entry, looked up): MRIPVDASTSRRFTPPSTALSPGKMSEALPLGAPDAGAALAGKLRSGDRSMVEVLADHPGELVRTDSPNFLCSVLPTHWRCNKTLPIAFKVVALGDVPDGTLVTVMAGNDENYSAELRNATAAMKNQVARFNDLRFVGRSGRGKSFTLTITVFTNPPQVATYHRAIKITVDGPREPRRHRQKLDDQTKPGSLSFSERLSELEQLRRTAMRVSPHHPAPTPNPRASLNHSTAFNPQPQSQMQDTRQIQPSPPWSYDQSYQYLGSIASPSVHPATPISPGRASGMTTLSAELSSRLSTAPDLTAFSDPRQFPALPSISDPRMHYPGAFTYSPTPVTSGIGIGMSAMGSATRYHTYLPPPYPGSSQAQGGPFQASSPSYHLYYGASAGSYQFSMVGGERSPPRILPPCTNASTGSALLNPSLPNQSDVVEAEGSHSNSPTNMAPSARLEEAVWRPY
Target sequence (Q13951 whole entry, looked up): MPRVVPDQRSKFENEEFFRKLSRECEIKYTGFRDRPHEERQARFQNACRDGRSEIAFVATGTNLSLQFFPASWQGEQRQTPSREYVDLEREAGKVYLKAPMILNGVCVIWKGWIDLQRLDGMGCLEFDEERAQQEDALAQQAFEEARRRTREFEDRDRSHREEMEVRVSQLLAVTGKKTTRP
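CBF-beta (His) and RUNX1 (biotin), 30 nM each; 20 min preassociation; + compound, 15 min; + beads 50 ng each (Ni, streptavidin), 90 min; RT; AlphaScreen read.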
NPSR antag: blocks cAMP signaling of the human neuropeptide S receptor. actives 1% (n = 220,000). CHO-NPSR cells, cAMP TR-FRET, antagonist mode. AID 1461. Potency, µM (doses to about 38.3 µM), without a hit: at the highest dose activity change, negative = inhibition, actives largely listed as inhibitors; also: potency is read from the fitted curve at half-maximal effect; % is scaled to controls: 0 for no effect and ±100 for the full control effect; nearly all actives have a fitted effect of over 50% in size; many of its hits are not listed in these tables
Target sequence (Q6W5P4 whole entry, looked up): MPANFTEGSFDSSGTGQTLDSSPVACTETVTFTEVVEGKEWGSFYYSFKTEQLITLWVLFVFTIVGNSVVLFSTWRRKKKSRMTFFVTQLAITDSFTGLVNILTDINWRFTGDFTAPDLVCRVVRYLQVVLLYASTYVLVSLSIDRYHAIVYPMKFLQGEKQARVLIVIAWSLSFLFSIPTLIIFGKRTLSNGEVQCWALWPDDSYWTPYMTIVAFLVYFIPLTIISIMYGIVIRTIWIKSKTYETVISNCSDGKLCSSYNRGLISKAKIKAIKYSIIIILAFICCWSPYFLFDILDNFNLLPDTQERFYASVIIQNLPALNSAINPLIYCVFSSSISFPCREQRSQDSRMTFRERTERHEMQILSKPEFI
IMPase Li cell: membrane-permeable IMPase blocker, potentiated with lithium; CHO-M1 cells, IP1 TR-FRET (IP-One), carbachol + lithium; Potency, µM (top dose mostly 59.4 µM), for inactives: top-dose activity, negative = IMPase inhibition, most hits filed as inhibitors; actives 0.35% (n = 210,000); AID 1457;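 also: IP1 builds up when IMPase is blocked and the TR-FRET signal falls; potency is read from the fitted curve at half-maximal effect; plate controls were basal vehicle for no effect and high inhibitor control for full effect; nearly all actives have a fitted effect of over 50% in size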
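Steps: plate 2000 CHO-M1 cells per well and culture 16–30 h; add compound and lithium; incubate 30 min, 37C; add d2-IP1 tracer and Eu cryptate anti-IP1 antibody in lysis buffer; read after 10 min at room temperature.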
HTT aggregate: reduces HttQ103-GFP aggregates in PC12 cells. PC12 HttQ103-GFP aggregates, Acumen cytometry, 40 h. Potency, µM (titrated, usually from 46.1 µM), without a hit: at the highest dose activity change, negative = inhibition, hits mostly inhibitors. actives 1.1% (n = 220,000). AID 1688; also: potency is read from the fitted curve at half-maximal effect; % is scaled to controls: 0 for no effect and ±100 for the full control effect; nearly all actives have a fitted effect of over 60% in size
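Compounds (qHTS titration) were added to PC12 cells expressing an ecdysone-driven HTT exon 1 Q103–GFP fusion after induction with 100 nM tebufenozide. Aggregate formation was measured as GFP objects in cell lysates.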
Lamin A splicing: LMNA splicing modulation. HeLa LMNA splicing GFP/RFP minigene ratio, 48 h. Potency, µM (titrated, usually from 46.1 µM), without a hit: top-dose ratio change, negative = inhibition, usual class: inhibitors. actives 0.01% (n = 200,000). AID 1487; active = well fitted inhibition curve with a large enough effect in the signal ratio, with a control signal flat, not every such curve was filed as active; inconclusive = small, poorly fitted or top-dose-only effect, or effect the other way, or a change in a side signal; the % refers to the signal ratio; also: potency is read from the fitted curve at half-maximal effect; % is scaled to controls: 0 for no effect and ±100 for the full control effect
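S3 HeLa stable clones carrying a lamin A-EGFP splicing minigene plus DsRed2 were seeded at 600 cells/well in Opti-MEM with 2% FBS, pin-dosed and incubated 48 h at 37°C. Acumen cytometry (488 nm) gave the GFP/RFP total-intensity ratio.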
* = called active by the depositor; ? = inconclusive; / = no result given; & = joins results of further samples; [ ] = another dose, or the depositor's remark. Unless noted, calls follow the shape of the dose curve; as a rule, active = well fitted curve in the direction sought with a large enough effect; inconclusive = small, poorly fitted or top-dose-only effect, or another doubt; inactive = no such curve, though single readings can be large; an effect the other way counts as inactive or inconclusive. The list is partial (hit frequency here may not be typical).

Structure | Epigenetic derep | Luc counter | CBFb RUNX1 block | NPSR antag | IMPase Li cell | HTT aggregate | Lamin A splicing
Cc1ccc(N2C(=O)c3ccc(C(=O)N4CCOCC4)cc3C2=O)cc1C | -2.3% | -0.1% | 3.1% | -7.5%[46.1 µM] | -0.4% | 7.9% | 5.5%
CC(C)CC(=O)NC(=S)Nc1sc2c(c1C(N)=O)CCC2 | 0.1% | 1.0% | 2.2% | ? | ? | 1.3%[9.22 µM] | ?
CCOc1ccc(OCCCCOc2ccccc2C(C)=O)cc1 | 2.5% | -0.7% | ? | -17.7% | 5.0% | -15.7% | ?
Cc1cccc(C2(c3cccc(C)c3)OC(=O)c3ccccc32)c1 | -1.0% | -3.2% | 22.8% | ? | 14.0%[38.3 µM] | -26.0% | ?
CCN(CC)C(=O)C1CCCN(C(=O)Nc2ccc3nsnc3c2)C1 (stereo not drawn) | 0.0% | 1.8% | -4.2% | 0.1%[46.1 µM] | 5.5%[38.3 µM] | -18.1% | 14.6%
Cc1cc(OCC(=O)NC2CCCCC2)ccc1Cl | 2.3% | 2.7% | -2.4% | -11.6% | 1.2% | -14.4% | 6.0%
O=C(Nc1ccc(F)c([N+](=O)[O-])c1)c1ccc2c(c1)OCCO2 | -3.2% | -0.5% | 2.8% | -29.7% | 8.4% | -7.5% | -1.2%[46 µM]
CC(=O)c1cnc2cc(-c3cccc(Br)c3)nn2c1C | -1.0% | 1.5% | -10.7% | -5.5% | 5.1% | -2.9% | /
COc1ccc(CCNC(=O)CSc2nnc3ccc(-c4cccnc4)nn23)cc1OC | 8.7% | -3.6% | 3.4% | -2.2% | -10.8% | -3.9% | 15.3%[1.84 µM]
Cc1c(N2C(=O)CS/C2=N\N=C\c2ccc(Br)cc2)c(=O)n(-c2ccccc2)n1C | 1.3% | 0.9% | -7.9% | -14.3%[46.1 µM] | -3.8%[38.3 µM] | ? | 3.5%
CCOc1ccc(-c2nnc(-c3ccccc3)n2-c2ccccc2)cc1 | 1.3% | 0.1% | -5.3% | -4.1%[46.1 µM] | 38.3%[38.3 µM] | 32.3% | 0.6%
COc1cccc(C(=O)n2c(SC)nc3cc4c(cc32)OCCO4)c1 | -1.4% | 0.2% | -0.4% | -6.5%[46.1 µM] | 0.7%[38.3 µM] | -17.6% | 5.1%
NC1=NC(=O)/C(=C/c2cccs2)S1 | 2.5% | -28.7% | -5.4% | -13.6%[46.1 µM] | -16.6%[38.3 µM] | 26.1% | -11.0%
CC(C(=O)Nc1ccccc1)N1C(=O)c2ccccc2C1=O (stereo not drawn) | -0.1% | -1.5% | 8.2% | -7.2% | -2.4% | -6.8%[9.22 µM] | /
COc1ccc(OC)c(CCNC(=O)CC2Oc3ccc(C)cc3NC2=O)c1 (stereo not drawn) | -4.3% | 15.9% | -2.6% | -10.1%[46.1 µM] | -13.4%[38.3 µM] | 20.5% | -5.9%
COc1ccc(OC)c(CC(NC(C)=O)C(=O)NC2CCN(c3cc(C)nc4ncnn34)CC2)c1 (stereo not drawn) | 0.0% | -2.6% | 0.1% | -32.7% | 7.2% | 4.3%[9.22 µM] | /
O=C(Nc1ccccc1Cl)c1ccccc1Cc1ccccc1 | -1.5% | -1.1% | ? | -22.5% | 14.9% | 8.2% | 9.7%
O=C(Nc1ccccc1)N1CCN2C(=O)c3ccccc3C12c1ccccc1 (stereo not drawn) | 1.3% | -0.4% | 1.4% | -28.8%[46.1 µM] | -1.1%[38.3 µM] | -14.0% | 10.5%
Cc1[nH]nc2c1/C(=N\O)CC(C)(C)C2 | -1.0% | -5.5% | 6.6% | -7.5%[46.1 µM] | 12.8%[38.3 µM] | -18.4% | 1.0%
N#CCSc1nc2ccccc2c(=O)n1CCC(=O)NCCc1ccccc1 | 0.9% | 1.5% | -1.3% | -16.7%[46.1 µM] | -2.8%[38.3 µM] | 4.7% | -4.7%
O=C1N2c3ccccc3CCc3cccc(c32)C1(O)C(F)(F)F (stereo not drawn) | 0.0% | 3.1% | 9.1% | -8.0%[46.1 µM] | -5.5%[38.3 µM] | -1.2% | -1.7%
COc1ccc(C(=O)NCCNC(C)=O)cc1S(=O)(=O)NCc1ccc(Cl)cc1 | -2.0% | -1.5% | -5.7% | -13.1%[46.1 µM] | 18.3%[38.3 µM] | 3.4% | 1.1%
CCc1ccc(N=c2c([N+](=O)[O-])nn(-c3ccc4c(c3)OCCO4)n2O)cc1 | 6.3% | / | / | 14.7% | 6.6% | 0.3% | /
Cc1cccc(NC(=O)C2C(c3ccccc3)C2(Cl)Cl)c1 (stereo not drawn) | -4.2% | -1.4% | ? | 50.2% | 18.5% | -3.1%[9.22 µM] | -16.1%[46 µM]
COc1cccc(C2C(C#N)=C(N)Oc3cc(C)n(Cc4ccco4)c(=O)c32)c1 (stereo not drawn) | -3.1% | / | 0.6% | -12.8%[46.1 µM] | / | -9.3% | 5.6%
Cc1cc2c3c(ccc(C)c3n1)N=CN2c1ccccc1 | 0.0% | 0.8% | 14.6% | -6.6%[46.1 µM] | 21.8%[38.3 µM] | ? | -0.5%
CCn1nnnc1SCC(=O)N1c2ccccc2CCc2ccccc21 | -4.6% | 5.1% | 1.7% | -14.5%[46.1 µM] | 20.9% | 7.4% | -14.0%
COCCN(C(=S)Nc1c(C)cc(C)cc1C)C(C)c1cccnc1 (stereo not drawn) | 0.0% | -1.9% | 15.1% | 10.5% | 4.0% | 26.9% | 1.5%
CCOP(=O)(OCC)/C(C#N)=C/c1ccc([N+](=O)[O-])cc1 | 2.1% | / | 1.6% | 2.6% | / | 19.0%[9.22 µM] | ?
Cc1ccccc1OCC(O)Cn1c(=N)n(CCN2CCOCC2)c2ccccc21 (stereo not drawn) | 0.9%&1.5% | -2.2%&1.7% | ? | 20.3%[46.1 µM] | 29.0%[38.3 µM] | 3.5%&13.8% | -5.5%
COc1ccc2oc(=O)c(C(=O)N3CCCC3)cc2c1 | 0.0% | 2.3% | 0.3% | 3.3% | -3.2% | / | 21.7%[46 µM]
COc1ccccc1/C=C(/C(=O)OCC(N)=O)c1ccccc1 | 6.8% | -1.3% | 2.3% | 12.5% | -5.5% | -4.1% | 5.3%
COc1cccc(C2=NOC(C(=O)Nc3c(C)n(C)n(-c4ccccc4)c3=O)C2)c1 (stereo not drawn) | 1.2% | / | 4.8% | 9.8% | / | -9.8%[9.22 µM] | /
CC(C)C[C@@H](CC(=O)N[C@@H](CCCN)CC(=O)N[C@@H]1CCNC[C@H]1C(=O)N[C@H](CC(=O)N[C@@H](CCC(=O)O)CC(=O)O)CC(C)C)NC(=O)[C@@H]1CNCC[C@H]1N | -0.1% | 0.4% | -10.1% | / | 20.2% | / | /
O=C(CC(c1ccccc1)c1ccco1)N1CCCCC1 (stereo not drawn) | 1.6% | 2.4% | -1.2% | 0.0% | 18.7% | -10.5% | 24.8%[46 µM]
COc1cc(S(=O)(=O)N2CCN(C)CC2)ccc1Cl | -1.0% | -0.2% | -7.5% | 9.8% | 20.0% | -8.9% | -8.6%
O=C(NNc1ccnc2cc(Cl)ccc12)C1CCCCC1 | 0.0% | -5.0% | -0.2% | 10.1% | 7.6% | -39.6% | -8.5%[9.22 µM]
O=C(CSc1nc2ccccc2[nH]1)Nc1cccc(S(=O)(=O)N2CCOCC2)c1 | -0.4% | / | -0.7% | -12.2% | 2.6% | -6.9% | /
NC(=O)c1cccc(CC(=O)c2ccccc2)c1 | 0.0% | / | -0.5% | 17.7% | / | -3.3%[9.22 µM] | /
O=C(CSc1ccc(-c2ccc(F)cc2)nn1)Nc1ccc2c(c1)OCCO2 | -1.1% | -1.6% | 7.0% | -8.1% | 15.0% | 7.0% | 1.1%
NC(=O)c1ccc(NC(=O)c2cccc(Oc3ccccc3)c2)cc1 | 1.3% | 1.0% | 3.6% | 18.9% | 0.0% | -3.3% | /
COC(=O)C1(C(F)(F)F)N=C(N(C)C)OC(N(C)C)=N1 | 3.4% | -5.0% | 4.5% | -20.6%[46.1 µM] | -7.7%[38.3 µM] | 21.3% | -2.9%
CCOC(=O)C1(CCOC)CCN(Cc2ccc(C3CCCCO3)s2)CC1 (stereo not drawn) | 0.0% | / | 11.8% | 4.6% | 10.4% | -13.0%[9.22 µM] | /
CCOC(=O)Cc1csc(NC(=O)COc2ccc(N(C)S(=O)(=O)c3ccc(C)cc3)cc2)n1 | 1.8% | -0.8% | -6.7% | -13.1%[46.1 µM] | 32.1%[activator][38.3 µM] | -8.4%[9.22 µM] | 20.4%
O=C(CSc1cccc[n+]1[O-])c1ccc(-c2ccccc2)cc1 | ? | 0.2% | -15.3% | -50.5% | 8.0% | -14.0% | ?
Cc1cc(C)cc(N(C(C)C(=O)NCc2ccc3c(c2)OCO3)S(C)(=O)=O)c1 (stereo not drawn) | 0.2% | 2.5% | 16.6% | 5.0% | 1.4% | 5.0% | ?
CCOc1cc(/C=N/NC(=O)Cc2ccc(C(F)(F)F)cc2[N+](=O)[O-])ccc1O | 3.3% | 2.2% | -6.3% | 12.2% | 4.9% | 13.2% | -16.1%
COc1cccc(C(=O)/C=C2\Sc3ccccc3N2C)c1 | -1.5% | -15.6% | ? | -33.0% | 12.5% | -12.2% | ?
CCCN(C(=O)CN1C(=O)NC2(CCCCCC2)C1=O)C1CCS(=O)(=O)C1 (stereo not drawn) | -5.1% | 0.3% | 0.5% | 14.9% | -4.9% | 18.5% | /
O=C(Nc1ccc(CN2CCOCC2)cc1)c1ccc(-c2cc(Cl)ccc2Cl)o1 | -0.1% | -2.8% | -9.2% | -3.9%[46.1 µM] | 39.5%[38.3 µM] | ? | ?
COC(=O)c1cc2c(C)nn(-c3ccccc3)c2s1 | 0.7% | 0.5% | 14.0% | -18.6%[46.1 µM] | 2.0%[38.3 µM] | -10.8% | 8.0%
O=C(Cn1cnc2ccccc2c1=O)Nc1ccc2c(c1)OCO2 | 1.0% | -3.0% | 4.9% | 3.7% | 2.3% | 9.1% | -2.1%
COC(=O)c1ccc2nc(-c3ccc(S(C)(=O)=O)cc3)cn2c1 | 3.1% | -15.1% | -16.8% | 3.8% | 11.2µM* | 14.7% | -0.1%[46 µM]
Cn1c(-c2sc(=S)n(-c3ccccc3)c2N)nc2ccccc21 | ? | 0.5% | -3.2% | -15.7%[46.1 µM] | 4.2%[38.3 µM] | -0.2% | -1.5%
COC(=O)Cc1ccc(NC(=S)N2CCCC(C)C2)cc1 (stereo not drawn) | 1.3% | -3.3% | -2.0% | 1.2% | -11.9% | -10.1% | 1.8%

Screening data: PubChem BioAssay, National Center for Advancing Translational Sciences (NCATS)
